Screening data deposited in PubChem by several laboratories.
EP2 mod: modulates human prostaglandin E2 receptor EP2 signaling; induction, % at 25 µM; actives 0.83% (n = 260,000); EP2-expressing cells, cAMP HTRF FRET, PGE2 co-stimulation;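 active = compounds whose cAMP rise, as percent of the full-agonist control response, exceeds 60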;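 also: rat C6 glioma line stably carrying human EP2 under a CMV promoter; the protocol text gives 20 µM as final concentration; 100% = response of wells given 1 µM PGE2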
Target sequence (P43116 whole entry, looked up): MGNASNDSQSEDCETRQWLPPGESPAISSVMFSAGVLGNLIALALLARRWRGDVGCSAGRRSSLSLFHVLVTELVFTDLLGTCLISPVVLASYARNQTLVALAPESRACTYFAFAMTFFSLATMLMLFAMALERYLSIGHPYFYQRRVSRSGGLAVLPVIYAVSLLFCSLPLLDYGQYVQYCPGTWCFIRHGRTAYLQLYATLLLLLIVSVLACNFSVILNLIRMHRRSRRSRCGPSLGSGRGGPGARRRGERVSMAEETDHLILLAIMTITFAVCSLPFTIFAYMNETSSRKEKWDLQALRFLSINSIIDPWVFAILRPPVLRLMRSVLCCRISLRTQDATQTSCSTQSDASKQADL
PGE2 EP2 inh: EP2 receptor (human) inhibition; P43116; C6 glioma cells expressing human EP2, cAMP TR-FRET; cells stimulated with saturating PGE2; inhibition, % at 25 µM; actives 0.52% (n = 260,000); AID 1422;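 active = percent inhibition above 40 after rounding to a whole number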;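 also: rat C6 glioma host cells with rolipram phosphodiesterase inhibitor present; the protocol text gives 20 µM as final concentration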
PERK inhibitor: human PERK inhibition, primary cell-based screen; CHO PERK-DD fusion, SEAP luminescence translation reporter; inhibition, % at 5.6 µM; actives 0.17% (n = 220,000); AID 1416;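 active = inhibition above the mean inhibition of all tested compounds plus 3 SD, set separately per screening campaign, cut at about 2.9% in these data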;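 also: PERK kinase domain activated by AP20187 dimerizer at 100 nM; 0% = DMSO with dimerizer and 100% = rapamycin at 8.4 µM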
Runt-CBFb FRET: Runt domain-CBFb interaction inhibition | inhibition, % at 20 µM | Q01196+Q13951 | Cerulean-Runt/Venus-CBFb FRET ratio 530/480, 1 h | actives 0.46% (n = 220,000);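 active = inhibition over about 50% at 20 µM in the single-dose screen, limit read from the data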;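 also: 0% = DMSO wells and 100% = excess unlabeled CBFb competitor control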
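Assay system: Cerulean-Runt domain / Medium: Tris 50 mM pH 7.5, KCl, K2SO4, 0.01% BSA / Timing: protein complex preformed 1 h, compound exposure 1 h, room temperature, dark / Measured by: FRET, excitation 422 nm, emission at 530 and 480 nm / Evaluation: loss of energy transfer signal / Control set: 5 µM unlabeled CBFb as full-inhibition high control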
Hck Nef HTS: human Hck-Nef kinase inhibition. Recombinant Hck-YEEI plus Nef, Z-Lyte FRET kinase assay. inhibition, % at 20 µM. actives 0.68% (n = 220,000). AID 463187;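 active = Hck-Nef kinase inhibition above about 50%, limit read from the data; inactive = inhibition below that limit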;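 also: 0% = DMSO with Hck plus Nef and 100% = Hck alone without Nef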
Target sequence (P08631 whole entry, looked up): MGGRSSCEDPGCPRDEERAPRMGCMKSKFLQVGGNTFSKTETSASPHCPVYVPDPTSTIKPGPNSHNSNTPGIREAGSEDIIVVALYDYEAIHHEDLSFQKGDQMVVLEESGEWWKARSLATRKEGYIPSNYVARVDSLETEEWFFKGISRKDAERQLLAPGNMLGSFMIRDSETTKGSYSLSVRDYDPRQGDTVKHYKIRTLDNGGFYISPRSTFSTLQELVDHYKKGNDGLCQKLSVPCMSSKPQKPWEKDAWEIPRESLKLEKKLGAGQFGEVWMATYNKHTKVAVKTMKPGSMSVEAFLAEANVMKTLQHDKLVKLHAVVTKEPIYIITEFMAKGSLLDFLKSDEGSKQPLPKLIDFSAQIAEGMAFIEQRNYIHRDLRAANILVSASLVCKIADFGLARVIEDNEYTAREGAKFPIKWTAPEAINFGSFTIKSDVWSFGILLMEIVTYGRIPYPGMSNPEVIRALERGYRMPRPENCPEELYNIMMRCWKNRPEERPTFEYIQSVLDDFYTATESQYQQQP
RBBP9 inh: blocks human serine hydrolase RBBP9. recombinant RBBP9, FP-Rh probe fluorescence polarization. O75884. inhibition, % at 7.94 µM. actives 0.2% (n = 220,000);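 active = inhibition above the campaign mean of all tested compounds plus 3 SD, cut at about 14% in these data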;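 also: plate controls were DMSO wells with RBBP9 for no effect and wells lacking RBBP9 protein for full effect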
Target sequence (O75884 whole entry, looked up): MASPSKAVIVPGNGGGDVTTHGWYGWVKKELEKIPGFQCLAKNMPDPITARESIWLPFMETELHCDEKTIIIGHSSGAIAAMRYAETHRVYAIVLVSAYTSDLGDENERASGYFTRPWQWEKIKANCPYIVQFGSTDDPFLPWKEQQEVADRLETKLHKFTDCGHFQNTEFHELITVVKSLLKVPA
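Controls: DMSO-treated enzyme wells and wells lacking RBBP9 | Material: RBBP9 protein | Technique: Fluorescence polarization | Replication: Single well per compound, no replicates | Buffer or medium: Tris-NaCl-Pluronic buffer, pH 8.0 | Timing: 30 min compound preincubation, 45 min probe labeling, 25 °C | Read-out basis: Percent inhibition from mP, scaled between DMSO and no-protein wells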
Runt-SMMHC FRET: inhibitors of human RUNX1 Runt domain binding to CBFb-SMMHC; Q01196+Q13951; Cerulean-Runt/Venus-CBFb-SMMHC FRET ratio 530/480, 1 h; inhibition, % at 20 µM; actives 0.74% (n = 220,000);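 active = mean inhibition across duplicate retests at 20 µM reaching about 50%, limit read from the data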;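 also: 0% = DMSO wells and 100% = wells with excess untagged CBFb-SMMHC; inhibitors lower the FRET ratio by blocking Runt binding to CBFb-SMMHC; some results filed as inactive read as strong as hits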
TNF necrop inh: TNF-alpha cell death inhibition in Jurkat FADD-/- cells; Jurkat FADD-/- TNF necroptosis rescue, ATP luminescence, 24 h; 0 = TNF only, 100 = no-TNF cells; activation (protection from cell death), % at 10 µM; actives 0.068% (n = 220,000);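 active = activation, meaning protection from cell death, of at least 50% relative to plate controls; inactive = activation below 50%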;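 also: necroptosis triggered by 40 ng/mL TNF-alpha added together with compound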
zVAD death inh: L929 zVAD cell death inhibition. L929 zVAD necroptosis rescue, ATP luminescence, 24 h; with zVAD 60 µM. viability rescue, % at 10 µM. actives 0.38% (n = 220,000);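 active = activation, scaled between plate controls, above about 75%, limit read from the data; inactive = activation under that limit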;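 also: 0% = zVAD with DMSO and 100% = DMSO alone without zVAD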
Starred values were filed as active, the others as inactive; · = not tested or not shown; & = joins results of further samples. Some of the compounds tested (hit frequency here may not be typical).

SMILES	EP2 mod	PGE2 EP2 inh	PERK inhibitor	Runt-CBFb FRET	Hck Nef HTS	RBBP9 inh	Runt-SMMHC FRET	TNF necrop inh	zVAD death inh
COC(=O)c1ccccc1C(=O)N1CCOCCN(C(=O)c2ccccc2C(=O)OC)CCOCC1	2	9	0.1	0	0	1	3	0.0	-0.7
O=c1oc(-c2ccccc2NS(=O)(=O)c2ccc(F)cc2)nc2ccccc12	11	11	1.9	-1	13	-3	-3	-2.2	0.0
CCOC(=O)c1[nH]c2ccc(OC)cc2c1NC(=S)N1CCN(C(=O)OCC)CC1	-17	4	0.8	4	9	-6	-3	0.9	1.1
CC(=O)Oc1ccc2cc(-c3nc4ccccc4n3C)c(=O)oc2c1	-3	6	-0.6	11	25	6	38	1.2	0.0
CC1=C(C(=O)Nc2cc(C)ccc2C)C(c2cccs2)NC(=S)N1 (stereo not drawn)	-5	4	1.4	4	0	2	-4	-1.9	0.8
O=C(Nc1ccc(S(=O)(=O)Nc2nccs2)cc1)c1ccc(N2C(=O)c3ccccc3C2=O)cc1	-4	8	0.5	-52	14	-14	-75	0.3	-0.5
COc1cc(CNCCC2CCOC(C)(C)C2)ccc1O (stereo not drawn)	2	7	-0.8	-3	0	-4	1	0.7	-0.4
O=C(Nc1ccccn1)C1(c2ccccc2)CCCC1	14	7	-0.5	0	1	-5	0	-2.0	0.6
Cc1cc(=O)cc(C)[nH]1	22	7	1.1	0	-1	2	-3	-2.2	-0.2
Cc1cc(C)c2c(=O)[nH]c(=O)n(Cc3ccccc3)c2n1	35	5	-0.7	-3	-5	-7	-4	-2.8	-0.3
CSc1ccc(/C=N/Nc2nc(C)cc(=O)[nH]2)cc1	-27	-3	-0.3	1	21	-2	-5	2.3	30
CCn1nc(C)c(CNC(=O)c2cc(COc3ccc(F)cc3Cl)on2)c1C	-83	9	-1.6	-3	-3	-2	-6	-12	-0.2
CC(C)(C)NC(=O)Cn1c(-c2nonc2N)nc2ccccc21	-3	6	-0.8	4	0	-14	0	0.2	-0.4
Cn1nc(C(F)(F)F)c(-c2ccc(F)cc2)c1NC(=O)Nc1ccc(F)cc1	4	8	-0.9	0	15	-9	1	2.4	1.9
O=C(O)C1CCCN(S(=O)(=O)c2cccc3cccnc23)C1 (stereo not drawn)	11	11	0.0	1	-9	-8	1	-0.6	-0.6
O=C(CCl)NN1C(=O)NC2(CCCCC2)C1=O	25	7	-0.1	-1	1	-1	-2	-0.1	-0.3
O=C(CCCc1ccccc1)NCCC1=CCCCC1	-22	2	2.7	1	19	-7	-2	2.1	2.6
CCC/C=N/NC(=O)c1[nH]c2c([N+](=O)[O-])cccc2c1C	-9	2	0.5	2	2	-6	-1	1.2	0.7
CN(C)CCCN1C(=O)C(O)=C(C(=O)c2cc3ccccc3o2)C1c1ccccc1 (stereo not drawn)	62*	·	-0.1	-2	-3	-6	6	0.1	0.9
COc1ccc(-c2noc(CCC(=O)NCCCN3CCC(Cc4ccccc4)CC3)n2)cc1	-14	8	-1.3	0	-1	-2	2	-3.1	1.5
Cc1cccc(CC(=O)Nc2c3c(nn2-c2cccc(Cl)c2)CS(=O)C3)c1 (stereo not drawn)	36	8	-0.6	0	-2	-5	2	-0.6	-0.2
O=c1[nH]c(CN2CCN(S(=O)(=O)c3ccc4c(c3)OCCO4)CC2)nc2sc3c(c12)CCCC3	-4	4	0.1	-3	6	-1	-6	-1.8	0.0
O=C(N/N=C/c1cccs1)c1ccc2ncccc2c1	-39	6	0.1	-1	-7	-1	1	-1.2	3.5
Cc1cccc2nc(-c3ccco3)c(Nc3ccc4c(c3)OCO4)n12	-7	20	-0.2	-5	16	7	-109	-2.0	-0.8
Cc1noc(C)c1C(=O)Nc1ccc(F)c(F)c1	11	4	0.8	1	-2	-2	0	0.6	-0.1
O=C(c1ccc2c(=O)n(Cc3ccco3)c(=S)[nH]c2c1)N1CCN(Cc2ccccc2)CC1	-14	2	0.2	2	0	-3	-4	-1.2	-0.3
COc1cccc(-n2c(SCC(N)=O)nnc2-c2ccncc2)c1	22	4	1.7	0	0	-2	-1	1.1	0.1
Cc1ccc(S(=O)(=O)N(C)CC(=O)OCC(=O)NC(=O)Nc2ccc3c(c2)OCCO3)cc1	-5	7	1.0	-3	2	-9	3	0.9	0.1
COC1=CCC2([N+](=O)[O-])CN(CCO)CC1([N+](=O)[O-])C2 (stereo not drawn)	2	7	0.9	0	2	-4	-3	0.7	0.3
COc1cc(-n2c(=O)c3ccccc3n(Cc3cc(=O)n4ccccc4n3)c2=O)cc(OC)c1OC	31	12	1.2	0	2	-3	-7	-2.0	1.7
Cc1ccc(N(CC(=O)Nc2cc(Cl)ccc2Oc2ccccc2)S(C)(=O)=O)c(C)c1	14	13	-0.9	0	3	-1	0	1.9	0.6
Cc1ccc(-n2ncc3c(=O)[nH]c(SCC(=O)N4CCCCC4)nc32)cc1	17	9	0.7	-4	0	7	0	1.4	-0.4
O=C(NNC1OC(CO)C(O)C(O)C1O)c1cccnc1 (stereo not drawn)	43	7	1.5	4	17	1	0	0.7	4.8
CCc1ccc(/C=N/Nc2nn[nH]n2)cc1	19	12	0.5	2	2	6	6	-0.1	0.8
CC(=O)Nc1ccc(NC(=O)COc2ccc3c(c2)CCC3)cc1	-26	6	-0.6	1	2	-6	-1	-1.8	1.7
O=C(C1CCN(S(=O)(=O)c2cccc3nsnc23)CC1)N1CC=C(c2ccccc2)CC1	-38	·	-0.9	-1	7	0	-5	-7.1	-0.2
CC(=N\Nc1ccc(Cl)cc1)/C(=N/O)C(=O)Nc1ccccc1	-46	19	1.3	5	-1	-3	0	-2.1	-0.1
O=C(N/N=C/c1c[nH]c2ccccc12)c1cc(-c2ccc3ccccc3c2)n[nH]1	-14	22	-0.1	-2	1	-2	0	-2.0	0.1
O=C(Nc1cccc(NC(=O)N2CCN(c3ccccc3)CC2)c1)N1CCN(c2ccccc2)CC1	-6	22	-0.5	1	0	-3	2	-8.0	0.5
Cc1cc(=O)c2ccccc2s1	11	20	-0.2	-3	-1	-5	-6	-0.9	0.4

2 successive entries out of the list so far:
SMILES	EP2 mod	PGE2 EP2 inh	PERK inhibitor	Runt-CBFb FRET	Hck Nef HTS	RBBP9 inh	Runt-SMMHC FRET	TNF necrop inh	zVAD death inh
Cc1cccc(CC(=O)Nc2c3c(nn2-c2cccc(Cl)c2)CS(=O)C3)c1 (stereo not drawn)	36	8	-0.6	0	-2	-5	2	-0.6	-0.2
O=c1[nH]c(CN2CCN(S(=O)(=O)c3ccc4c(c3)OCCO4)CC2)nc2sc3c(c12)CCCC3	-4	4	0.1	-3	6	-1	-6	-1.8	0.0

Other structures
SMILES	EP2 mod	PGE2 EP2 inh	PERK inhibitor	Runt-CBFb FRET	Hck Nef HTS	RBBP9 inh	Runt-SMMHC FRET	TNF necrop inh	zVAD death inh
O=C(Nc1ccccc1OC(F)F)C1CCCN1C(=O)c1cccs1 (stereo not drawn)	18	4	0.2	-2	-1	-1	4	0.8	-0.6
COc1ccc(CNC(=O)c2cccnc2Sc2ccc(C)c(C)c2)cc1	1	6	-1.1	-2	3	-12	-3	2.5	·
CCCCn1nnnc1SCC(=O)Nc1sc2c(c1C#N)CCCC2	-22	8	-0.5	-1	0	-2	-2	-0.9	-0.2
COC/C=C/C1=CC2=CC(=O)C(C)(OC(=O)c3cnc4ccccc4n3)C(=O)C2=CN1CCN1CCOCC1 (stereo not drawn)	15	-5	·	-2	3	·	-5	-3.7	-0.2
COc1ccc(N2CCN(C(=O)CSc3nnc(Cn4nnc5ccccc54)n3C)CC2)cc1	7	2	-0.2	4	0	-1	2	-0.6	-0.4
CCc1nnc(NC(=O)CSc2nnc(-c3ccco3)o2)s1	1	7	0.5	1	-7	-14	4	0.3	1.0
OCC1CCN(Cc2nc(Cc3ccccc3Cl)no2)CC1	-23	6	0.2	0	18	-2	4	-0.4	-0.8
CN1CCCN(Cc2nc(-c3ccc(Cl)cc3)no2)CC1	-33	5	0.1	1	7	-2	1	2.1	1.3
CN(CC(=O)Nc1ccc2c(c1)OCCO2)S(=O)(=O)c1ccc(Br)s1	-45	10	-0.8	1	1	4	-2	0.1	0.2
CC(C)(O)C(=O)NNC(=S)Nc1ccc(F)c(Cl)c1	-46	2	1.4	1	9	-1	3	1.2	1.7
O=C(Nc1ccc(O)cc1C(=O)O)c1cccs1	-19	8	0.6	·	11	-1	·	-0.5	-0.7
Cc1cccc(-c2nc3ccccc3c(=O)n2NC(=O)/C=C/c2ccc([N+](=O)[O-])cc2)c1	51	2	-0.2	0	5	-6	-2	0.5	·
CC1CCCCC1NC(=O)C(=O)NCC1CCCO1 (stereo not drawn)	-32&12	7&2	0.2	-1	10	3	1	-0.5	0.4
CSc1cccc(-n2c(C)cc(C(N)=O)c2C)c1	2	11	2.2	3	0	7	0	-4.5	-0.5
CC1(C)CC(=O)C(C=NCCN2CCN(CCCCS(=O)(=O)O)CC2)=C(O)C1	26	1	1.3	-2	2	-6	2	0.0	2.5
Cc1cccc(C(=O)N/C(=C\c2ccc(C)o2)C(=O)O)c1	-4	6	-0.2	-1	7	-6	-6	-1.0	0.9
CC(=O)/C(N=Nc1cc2c(c([N+](=O)[O-])c1C)C(C)(C)CC2(C)C)=C(\C)O	49	8	1.9	-4	2	4	1	0.4	-0.5
Cc1nn(-c2ccccc2)c(C)c1[N+](=O)[O-]	16&15	17&4	0.7	2	19	-2	0	5.8	0.4
O=S(=O)(CCCc1ccccc1)c1ncn[nH]1	8	9	0.4	0	0	-5	3	0.0	1.8
Cc1nn(-c2cc(N3CCNCC3)ccc2[N+](=O)[O-])c(=O)c2ccccc12	-1	7	-0.8	0	-1	-3	0	-0.9	-0.4
CCNC(=S)N1CCc2cc(OC)c(OC)cc2C1COc1ccc(OC)cc1 (stereo not drawn)	-13	3	0.8	-5	24	-1	1	-0.7	4.3
COc1ccc(C(=O)NCCNC(=O)c2cc(OCC(F)(F)F)ccc2OCC(F)(F)F)cc1	18	16	0.9	-6	0	7	4	1.0	-0.7
CCc1noc(C)c1C(=O)Nc1nc(-c2cc(C)ccc2C)c(C)s1	34	14	0.5	-2	0	-6	1	-6.3	0.0
CCCC(=O)Nc1ccc(N2CCN(C(=O)c3ccccc3C)CC2)cc1	-16	12	0.7	1	3	-5	1	4.1	·
O/N=C1/C2C3CC4C5C3C1C5C1(OCCO1)C42 (stereo not drawn)	-10	13	1.9	-3	-3	0	-7	0.4	3.2
COCn1c(-c2cccc(Br)c2)nc2ccccc21	·	5	-0.2	1	4	-2	0	-1.4	-0.1
O=C(Nc1cccc(C(F)(F)F)c1)c1cccnc1NCCc1ccccc1	6	15	-0.7	-4	-1	-32	-4	1.2	1.8
CN(C)c1ccc(CNc2ccc3c(c2)ncn3C)cc1	-8	5	0.2	2	-4	-6	6	-21	0.3
COc1ccc(Cl)cc1NC(=O)CCN1CCOCC1	-13	6	0.1	1	6	0	-2	6.5	-0.7
